Bioassay records: PubChem BioAssay, Broad Institute
PGC1a acetyl inh: lowers PGC1a acetylation signal in U2OS cells; AlphaScreen anti-acetyl-lysine; with virally co-expressed GCN5 acetyltransferase; inhibition, % at 15.6 µM; actives 0.17% (n = 350,000); AID 651687;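 active = every replicate shows inhibition of at least 40%; inconclusive = mean inhibition at least 40% but some replicate below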;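 note: 0% = neutral control wells and 100% = positive control wells; some results beyond the cut were filed as inactive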
Cneo AK release: causes C. neoformans cell lysis; adenylate kinase release luminescence, 4 h; normalised: neutral wells 0, clomiphene wells 100; lysis activity, % at 15 µM; actives 0.2% (n = 360,000); AID 651654;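 active = mean lysis activity across replicates of at least 80%, whatever share of replicates individually reach that level; inactive = mean lysis activity below 80%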
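read-out = cell lysis signal | test system = log-phase Cryptococcus neoformans yeast cells | input = cells at 5 × 10^6 per mL | medium = fresh YPD growth medium | signal = luminescent adenylate kinase detection reagent | timing = 4 h at 37 °C static, read 1 h later | dosing = single dose | controls = Clomiphene as positive lysis control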
miR-122 sensor: blocks miR-122 activity in Huh7 sensor cells. actives 0.3% (n = 340,000). activation (reporter increase), % at 12.5 µM. Huh7 miR-122 Renilla luciferase sensor, 48 h; neutral wells = 0, positive control = 100. AID 602342;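 active = mean replicate activation score at least 90 and every replicate individually at or above 90; inconclusive = only one of the two criteria met; inactive = neither criterion met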;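 note: higher luciferase means less miR-122 activity so hits act as miR-122 inhibitors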
Numbers without * were called inactive; ? = inconclusive.

structure | PGC1a acetyl inh | Cneo AK release | miR-122 sensor
CC(=O)Nc1cc2c(cc1[N+](=O)[O-])-c1ccccc1C2O (stereo not drawn) | 4 | -1 | 4
COc1cc2nc(C3CCC3)n(NC(=O)C3CCC(OC)CC3)c(=O)c2cc1OC (stereo not drawn) | 13 | 0 | 3
C=CCn1c(SCc2csc(C)n2)nc2sc3c(c2c1=O)CCCC3 | -16 | -1 | -10
CC(=O)c1c(C(C)=O)c(C)n(-c2nc(-c3cccs3)c(C)s2)c1C | 7 | 3 | 8
CN(C)CCN1C(=O)c2oc3ccccc3c(=O)c2C1c1cccc(Br)c1 (stereo not drawn) | -1 | 2 | 5
Cc1cc(C)n(-c2nc3ccccc3c(=O)n2OCc2ccc(F)cc2)n1 | -17 | -1 | 15
Cc1nc(NCc2ccco2)c2oc3ccccc3c2n1 | 3 | 2 | -2
O=C(Nc1ccc(Br)cc1F)c1ccncc1 | 10 | 1 | -3
CCOC(=O)Cc1csc(NC(NC(=O)OCC)(C(F)(F)F)C(F)(F)F)n1 | 0 | 0 | -3
CCOc1c(CNCCN2CCOCC2)cccc1OC | 10 | 0 | -1
CCOC(=O)CSc1cc(CS(=O)(=O)c2ccccc2)nc(-c2ccccc2)n1 | 4 | 0 | 2
COc1nc(Oc2ccc(C(=O)O)cc2)nc(Oc2ccc(C(=O)O)cc2)n1 | 10 | 2 | -4
COCCN1C=C2C(=O)C(C)(OC(=O)CCC(=O)OC)C(=O)C(Br)=C2C=C1c1ccc(OC)cc1 (stereo not drawn) | 9 | -1 | -4
CCOc1ccc(OCC)c(NC(=O)CN(C)S(=O)(=O)c2cnc[nH]2)c1 | 5 | 0 | 7
O=C(Nc1ccc2c(c1)Cc1ccccc1-2)c1ccc(Br)o1 | 0 | 6 | -4
O=C(Cn1ncn2c(cc3ccccc32)c1=O)NCCCc1ccccc1 | 1 | -2 | 0
Cc1nc(N2CCN(C)CC2)c2sc(=S)n(C)c2n1 | 9 | 3 | -3
Cn1nnnc1SCC(=O)Nc1ccccc1[N+](=O)[O-] | 11 | 3 | -1
O=C(N/N=C/c1cccc(O)c1)c1csc2ccccc12 | -14 | -3 | 4
Cc1cccc(NC(=O)CCc2nnc3ccc(N4CCC(C)CC4)nn23)n1 | -12 | 1 | -4
N#Cc1ccccc1Sc1ccccc1C(=O)N1CCOCC1 | -6 | 2 | -3
CC1CCCCN1Cc1cnc(Cl)s1 (stereo not drawn) | 2 | 1 | 3
Cc1oc2c(c1C(=O)c1ccccc1)C(=O)C(=O)c1ccccc1-2 | ? | 8 | 5
O=C(NCc1cccnc1)C1CCCN(S(=O)(=O)c2ccc(Br)cc2)C1 (stereo not drawn) | 0 | 0 | -4
CCc1ccc(-c2cc(C(F)(F)F)n3nc(C(=O)Nc4cnn(Cc5ccc(C)cc5)c4)cc3n2)s1 | 4 | 11 | 0
CS(=O)(=O)NCCSc1nnnn1-c1ccccc1 | -6 | 3 | -10
Cn1c(=O)c2cc(S(=O)(=O)N3CCC(c4ccccc4)CC3)ccc2n(C)c1=O | -8 | -1 | 0
NNc1nc(Nc2ccccc2)nc(N2CCCCC2)n1 | 9 | 0 | -3
Clc1ccc(CSc2nnc([C@@H]3CCCN3)o2)cc1Cl | 4 | -1 | 2
Cc1cc2c(cc(C(=O)NCCCN3CCOCC3)n2Cc2ccc(Cl)cc2)o1 | 3 | -1 | -3
CC(C)(CSc1nncn1N)NS(=O)(=O)c1ccc(Cl)cc1 | 3 | -2 | -1
COc1cccc(CSc2nc3ccccc3cc2C=O)c1 | 13 | 7 | 15
COC(=O)c1ccc(-c2ccco2)n1Cc1nc(-c2ccc(OC)c(OC)c2)oc1C | 1 | -2 | -1
O=C(Nc1ccccc1)N1CCCC2CCCCC21 (stereo not drawn) | 1 | -2 | -1
COCCn1cnc2c1c(=O)[nH]c(=O)n2Cc1ccccc1 | 3 | 3 | -5
CCOc1ccccc1-c1nnc(SCC(=O)Nc2ccccc2)o1 | -4 | 0 | 3
CCOC(=O)Cc1csc(NC(=O)CSc2nnc(Cc3csc(N)n3)n2C)n1 | -18 | 1 | 3
COc1c(F)c(F)c(C(=O)O)c(Nc2ccccc2)c1F | -1 | 1 | -2
C=CCSc1nnc(-c2ccccc2NC(=O)CC)c(=O)[nH]1 | 5 | 11 | -2
COC(=O)CSc1nc2c(c(=O)n(C)c(=O)n2C)n1CCC(C)C | 2 | -1 | -5
CCCOC(=O)CSC1=C(C#N)C(c2ccccc2OC)C(C#N)C(=O)N1 (stereo not drawn) | 0 | 2 | 9
COc1cccc(-c2noc(CCC(=O)Nc3cccnc3)n2)c1 | 4 | 3 | -5
CCCN1CCC(N(C)CCc2ccc(OC)c(OC)c2)CC1 | 9 | 1 | 0
COc1ccc2c(Cn3cnc4cc([N+](=O)[O-])ccc4c3=O)cc(=O)oc2c1 | 5 | 0 | 28
O=C1CCCC2=C1C(c1ccccc1)CC(=O)N2c1ccccc1 (stereo not drawn) | -10 | -1 | 0
CC(C)N1C(=S)SC2CS(=O)(=O)C=C21 (stereo not drawn) | 3 | -3 | -3
CCC(c1nnnn1C(C)(C)C)N1CCN(c2cc(Cl)ccc2C)CC1 (stereo not drawn) | 6 | -1 | 7
C=CCSc1n[nH]c2nc3c(c(=O)n12)C1(CCCC1)Cc1ccccc1-3 | -2 | 0 | -4
COCCn1c(SCC(=O)NCCc2ccccc2)nc2c([nH]c3ccccc32)c1=O | -6 | 1 | 3
Cc1cccc(OCC(=O)Nc2cc(C)on2)c1 | -16 | -2 | 2

Continuation:
structure | PGC1a acetyl inh | Cneo AK release | miR-122 sensor
CCC1=Nc2ccccc2-c2nnc(SC)nc2O1 | 20 | 2 | 0
COc1ccc(Cc2nc(C(=O)Nc3ccc(Cl)cc3)cs2)cc1 | -2 | -3 | 0
CCCN1C(=O)SC(CC(=O)Nc2ccc(Br)cc2)C1=O (stereo not drawn) | 7 | -3 | 3
O=C(CSc1n[nH]c(-c2ccncc2)n1)Nc1ccccn1 | -17 | -1 | 2
Cc1ccccc1Cn1c(=O)c2c(nc3n2CCCN3Cc2ccccc2)n(C)c1=O | 0 | 2 | -9
O=[N+]([O-])c1ccc(/C=N\N2CCN(c3ccc(Cl)cc3)CC2)cc1 | -6 | 3 | 1
O=C(COc1ccccc1Cl)Nc1ccc2c(c1)OCCO2 | -7 | -6 | -2
Cc1nc2nc[nH]n2c(=O)c1NC(=O)CCc1ccccc1 | 0 | 3 | -1
O=S(=O)(c1ccc(F)cc1)N1CCN(c2ncnc3c2cnn3-c2ccccc2)CC1 | -2 | -3 | 0
O=C1CN(C(=O)COC(=O)C2CC(=O)N(Cc3ccco3)C2)c2ccccc2N1 (stereo not drawn) | -19 | 5 | -4
CCCc1nn2c(=O)c(C(c3cccc(Cl)c3)c3c(O)nc4sc(CCC)nn4c3=O)c(O)nc2s1 | -5 | -1 | 5
Cc1ccccc1NC(=O)/C(=C/c1ccco1)c1ccccc1 | 9 | 1 | -1
COc1ccc(-n2nc(C(=O)NCc3ccco3)c3c4ccccc4n(C)c3c2=O)cc1Cl | 11 | 0 | 2
CCn1c(SCC(=O)NCc2ccco2)nnc1-c1ccc(N)cc1 | 6 | 0 | -5
CCOc1cc2[nH]c(=S)n(CCCCC(=O)NCc3ccco3)c(=O)c2cc1OCC | -17 | 3 | -1
CCCC(=O)NC1=C(C#N)C2(CCCCC2)Cc2ccccc21 | -7 | -1 | -1
CNC(=S)NNC(=O)Cn1ccc(C)n1 | -1 | 2 | -2
N#Cc1ccccc1Cn1c(=O)n(Cc2ccc(C(=O)NCc3ccco3)cc2)c(=O)c2ccccc21 | 12 | 0 | -4
COC(=O)c1ccc(CSc2nnc(N)s2)cc1 | 7 | -3 | 1
CCN(CC)C(=O)c1n[nH]c(=O)c2ccccc12 | -4 | 2 | -5
Fc1cccc(NC(=S)N2CCCCC2)c1 | -6 | 0 | 2
Cc1nn(Cc2ccc(C(=O)N3N=C(C(F)F)CC3(O)C(F)F)cc2)c(C)c1[N+](=O)[O-] (stereo not drawn) | 7 | -1 | 0
Cc1nc(-c2cccc(S(=O)(=O)N3CCC(C)CC3)c2)cs1 | -5 | 0 | 7
Cn1c(=O)n(CCC(=O)O)c2ccccc21 | 10 | -6 | 2
O=C(CSc1nc2c(c(=O)n1-c1ccc(Cl)cc1)SCC2)N1CCCC1 | -16 | -1 | -4
CC(C)CCN1C(=O)c2ccc(C(=O)NCc3ccco3)cc2C1=O | 3 | 4 | -8
O=C(NCCCN1CCOCC1)c1ccccc1 | 6 | -3 | -1
COc1ccccc1N1CCN(C(=O)c2ccoc2C)CC1 | -8 | -1 | -4
Cc1onc(-c2ccccc2Cl)c1C(=O)Nc1ccc(-n2nncc2-c2ccco2)cc1 | -32 | 1 | -1
CCc1ccc(-c2nc(CS(=O)CC(=O)NCc3cccnc3)c(C)o2)cc1 (stereo not drawn) | -7 | 0 | 2
COc1ccc(-c2noc(CSc3nc(-c4ccccc4)cc(=O)[nH]3)n2)cc1 | -2 | -1 | -7
C=CCN1C(=O)C(CC(=O)NCC)SC1=Nc1ccc(S(N)(=O)=O)cc1 (stereo not drawn) | 5 | 4 | -3
COc1ccc(CNC(=O)CN(CC2CCCO2)C(=O)CNS(=O)(=O)c2ccc(F)cc2)cc1 (stereo not drawn) | -13 | -2 | -5
COC(=O)c1ccccc1NC(=O)CC#N | 8 | 1 | -9
N#Cc1ccccc1CSc1nc(O)cc(=O)[nH]1 | 9 | 1 | -5
Cc1cc(NCc2ccco2)n2c(nc3ccccc32)c1C#N | -10 | 0 | 4
CCOC(=O)c1c(C)oc2ccc(NS(=O)(=O)c3ccc4c5c(cccc35)C(=O)N4)cc12 | -14 | -1 | 58
Cc1cc2nc(C)c(Cc3ccccc3)c(=O)n2[nH]1 | -6 | 3 | -3
COc1cc(-c2nc(-c3ccccc3)c(-c3cc([N+](=O)[O-])ccc3C)[nH]2)cc(OC)c1OC | 2 | -1 | -3
O=C(O)Cn1c(SCCOc2ccccc2)nc2ccccc21 | -9 | 3 | -1
Cc1nn(C)c(C)c1/C=N/N=C1\CCC2C3CCc4cc(O)ccc4C3CCC12C (stereo not drawn) | -3 | 3 | 3
O=C(C[C@H]1C[C@H](C(=O)N2CCOCC2)[C@@]2(CCC3CCCC3)c3[nH]c4cc(-c5ccco5)ccc4c3CCN2C1=O)NCCC1=CCCCC1 | 15 | 0 | 4
CC(C)C(C(=O)NCc1ccco1)N(C(=O)CNS(=O)(=O)c1ccc(Cl)cc1)C1CCCC1 (stereo not drawn) | 2 | 4 | 5
Cc1ccc(-c2cc(C(=O)NCc3ccco3)c3ccccc3n2)o1 | -16 | -2 | -4
C=CCN(C(=O)c1cccc(S(=O)(=O)N2CCN(C)CC2)c1)c1nc(-c2ccccc2)cs1 | -3 | 17 | 5
O=S1(=O)N=C(Nc2nc3c(s2)CCCC3)c2ccccc21 | 7 | -10 | 63
COc1ccc(/C=N/NS(=O)(=O)c2ccc(C)cc2)cc1OC(=O)c1ccc(C)cc1 | -59 | 1 | 12
O=C(CN1C2=NCCCN2c2ccccc21)c1ccc(Br)s1 | -17 | 1 | 0
CSC1=N/C(=C\c2ccc(C)o2)C(=O)S1 | -13 | -1 | -6
O=C(CCc1ccccc1)Nc1nc2ccc(S(=O)(=O)N3CCOCC3)cc2s1 | 19 | 3 | 2

New compounds follow.
structure | PGC1a acetyl inh | Cneo AK release | miR-122 sensor
O=C(Nc1ccc2nn(-c3ccccc3)nc2c1)c1cccnc1 | -36 | -1 | -8
COc1ccc(/C(C)=N\n2cnnc2)cc1 | 3 | 1 | -1
CCCc1cc(=O)n2[nH]c(-c3ccc(OC)cc3)nc2n1 | -15 | -2 | 2
CCOCc1nnc(NC(=O)c2ccc(OC)cc2)s1 | -28 | -1 | 3
COc1cccc(C(=O)Nc2ccc(F)c(F)c2F)c1 | 2 | -2 | 2
Cc1sc(NC(=O)C2CC=CCC2C(=O)O)c(C(=O)OC(C)C)c1C (stereo not drawn) | 6 | -1 | -1
O=C1c2ccccc2NC(c2cnc3ccccc3n2)N1O (stereo not drawn) | 1 | -1 | 2
CCC(C)(C)NC(=O)C(c1ccncc1)N(Cc1cccs1)C(=O)Cn1nnc2ccccc21 (stereo not drawn) | -1 | 0 | -1
COC(=O)C1=C(NC(=O)c2ccc(C)cc2)CCS1 | 5 | -1 | -6
O=S(=O)(NCCOCC(F)(F)F)c1ccc2oc3ccccc3c2c1 | 1 | 4 | 28
Cc1ccc2c(c1)C(O)(CC(=O)c1cccnc1)C(=O)N2 (stereo not drawn) | -3 | 1 | -3
CCOC(=O)c1nc(Nc2ccc(OC)cc2)c2ccccc2n1 | 3 | -1 | -5
COc1ccccc1NC(=O)CN1CCN(C(=O)c2ccco2)CC1 | 0 | 0 | -9
O=C1c2ccccc2CN1CCNS(=O)(=O)c1ccc(Cl)cc1 | -13 | -2 | 8
Cc1cc(C2C(C#N)=C(N)Oc3n[nH]c(C)c32)c(C)s1 (stereo not drawn) | -13 | 1 | -2

Complete entries, quoted from the list.
Profile of `Cc1ccc2c(c1)C(O)(CC(=O)c1cccnc1)C(=O)N2` (stereo not drawn) = PGC1a acetyl inh: -3; Cneo AK release: 1; miR-122 sensor: -3
Profile of `CCOCc1nnc(NC(=O)c2ccc(OC)cc2)s1` = PGC1a acetyl inh: -28; Cneo AK release: -1; miR-122 sensor: 3
Profile of `COc1ccc(/C(C)=N\n2cnnc2)cc1` = PGC1a acetyl inh: 3; Cneo AK release: 1; miR-122 sensor: -1

Some of the compounds tested (hit frequency here may not be typical).
